Bioassay records as filed in PubChem BioAssay.
BLM inh = blocks DNA unwinding by human BLM helicase; recombinant BLM DNA unwinding, fluorescence dequenching; Potency, µM (titrated, usually from 56.1 µM), without a hit: top-dose activity change, negative = inhibition, hits mostly inhibitors; 0.2% of 350,000 active; AID 2528;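 also: plate controls were vehicle for no effect and no enzyme for full effect; nearly all actives have a fitted effect of over 35% in size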
Pol kappa inh = DNA polymerase kappa (human) inhibition; purified Pol kappa, fluorescent DNA synthesis assay, 10 min; Potency, µM (series often up to 107 µM), inactives show at the top dose activity, negative = inhibition, actives largely listed as inhibitors; 0.53% of 400,000 active; Q9UBT6; also: % is scaled to controls: 0 for no effect and ±100 for the full control effect
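Pol kappa 10 nM + cpd, 15 min RT; start w/ substrate 50 nM final; fluorescence kinetic read, 0 and 10 min. Neg ctrl: buffer, no enzyme.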
G9a block = inhibitors of human histone lysine methyltransferase G9a | Q96KQ7 | Potency, µM (titrated, usually from 102 µM), without a hit: at the top dose activity, negative = inhibition, most hits filed as inhibitors | 8.8% of 350,000 active | G9a H3K9 monomethylation, AlphaScreen, 2 h | AID 504332; also: % is scaled to controls: 0 for no effect and ±100 for the full control effect; nearly all actives have a fitted effect of over 75% in size
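Signal arises when biotinylated H3K9 peptide, once monomethylated, bridges streptavidin donor and antibody-captured acceptor beads. Enzyme at 20 nM was preincubated 15 min with test compounds; peptide 500 nM and SAM 20 uM then reacted for 2 h.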
Pol eta inh = blocks human DNA polymerase eta activity; AID 588591; Potency, µM (titrated, usually from 114 µM), for the others: at the top dose activity change, negative = inhibition, hits mostly inhibitors; recombinant Pol eta, fluorescent DNA replication assay; 1.2% of 390,000 active; Q9Y253; also: % is scaled to controls: 0 for no effect and ±100 for the full control effect
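Pol eta at 10 nM preincubated with compounds 15 min at room temperature; reaction started with fluorescent substrate (50 nM final) and read kinetically at 0 and 10 min.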
Pol iota inh = DNA polymerase iota (human) inhibition; Q9UNA4; Potency, µM (highest dose often 115 µM), without a hit: at the top dose activity, negative = inhibition, hits mostly inhibitors; 1% of 390,000 active; Pol iota fluorescent replication assay, 10 min
Target sequence (Q9UNA4 whole entry, looked up): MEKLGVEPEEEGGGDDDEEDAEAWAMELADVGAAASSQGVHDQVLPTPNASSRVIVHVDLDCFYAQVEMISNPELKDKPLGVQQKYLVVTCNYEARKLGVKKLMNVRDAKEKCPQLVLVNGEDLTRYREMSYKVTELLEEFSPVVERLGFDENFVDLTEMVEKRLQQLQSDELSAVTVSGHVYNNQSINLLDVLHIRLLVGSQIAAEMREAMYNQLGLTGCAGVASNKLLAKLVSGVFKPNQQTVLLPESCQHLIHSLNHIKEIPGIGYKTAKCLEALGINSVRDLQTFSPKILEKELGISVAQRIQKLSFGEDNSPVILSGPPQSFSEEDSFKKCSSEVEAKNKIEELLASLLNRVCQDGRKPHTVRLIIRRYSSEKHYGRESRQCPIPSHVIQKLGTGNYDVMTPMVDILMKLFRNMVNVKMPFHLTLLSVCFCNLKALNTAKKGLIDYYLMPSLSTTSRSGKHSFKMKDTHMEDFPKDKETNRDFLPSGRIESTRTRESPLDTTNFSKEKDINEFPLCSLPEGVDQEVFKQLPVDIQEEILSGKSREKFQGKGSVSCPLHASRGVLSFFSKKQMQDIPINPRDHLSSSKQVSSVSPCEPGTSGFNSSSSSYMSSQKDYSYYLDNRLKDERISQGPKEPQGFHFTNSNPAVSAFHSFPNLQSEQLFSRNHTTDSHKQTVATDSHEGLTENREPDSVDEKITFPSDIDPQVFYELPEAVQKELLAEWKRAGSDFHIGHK
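Fluorescent replication assay read twice, at 0 min and 10 min after adding 50 nM (final) substrate. Enzyme (10 nM) and compounds were first incubated 15 min at room temperature; enzyme-free buffer wells were negative controls.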
JMJD2A Tudor inh = blocks the human JMJD2A Tudor domain; O75164; AlphaScreen JMJD2A-Tudor / H3K4me3 peptide binding; 4.4% of 390,000 active; AID 504339; Potency, µM (highest dose often 114 µM), for inactives: at the highest dose activity change, negative = inhibition, actives largely listed as inhibitors; also: % is scaled to controls: 0 for no effect and ±100 for the full control effect; nearly all actives have a fitted effect of over 50% in size
Pol beta inh = inhibitors of human DNA polymerase beta | P06746 | Pol beta primer extension/strand displacement, fluorescence kinetic | Potency, µM (doses to about 114 µM), for inactives: at the highest dose activity change, negative = inhibition, actives largely listed as inhibitors | 1.3% of 340,000 active; also: % is scaled to controls: 0 for no effect and ±100 for the full control effect
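Pol beta (10 nM) was preincubated with compound for 15 min at room temperature. The reaction was then started with 50 nM substrate and read immediately and after a further 10 min at room temperature.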
BAZ2B block = blocks human BAZ2B; Q9UIF8; AlphaScreen BAZ2B-H3K14Ac peptide displacement; Potency, µM (titrated, usually from 114 µM), inactives show top-dose activity change, negative = inhibition, actives largely listed as inhibitors; 4.4% of 360,000 active; also: % is scaled to controls: 0 for no effect and ±100 for the full control effect; nearly all actives have a fitted effect of over 60% in size
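Protein-peptide AlphaScreen: BAZ2B 50 nM, b-H3K14Ac 50 nM, 1x PBS pH 7.4 + 0.01% Tween-20. Preincubation 30 min RT; cpd 30 min RT (top 110 uM); beads 20 min RT, light-protected.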
APE1 inh = blocks human APE1 abasic DNA cleavage; AID 2517; Potency, µM (series often up to 65.8 µM), without a hit: at the top dose activity change, negative = inhibition, most hits filed as inhibitors; recombinant APE1, TAMRA/BHQ-2 abasic DNA cleavage fluorescence; 0.35% of 350,000 active; P27695;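 also: plate controls were vehicle for no effect and reference inhibitor for full effect; nearly all actives have a fitted effect of over 55% in size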
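APE1 at 0.75 nM preincubated 15 min at room temperature with compound. Reaction then started with 50 nM double-stranded THF-abasic substrate labelled with TAMRA/BHQ-2, and 525/598 nm fluorescence read kinetically. Activity taken as third-minus-first read difference, normalized to DMSO and NSC13755 controls.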
* marks the source's active call; other numbers are inactive results; ? = inconclusive; · = not tested or not shown; [ ] = dose if it differs, or a comment. Calls follow the shape of the dose curve; as a rule, active = well fitted curve in the direction sought with a large enough effect; inconclusive = small, poorly fitted or top-dose-only effect, or another doubt; inactive = no such curve, though single readings can be large; an effect the other way counts as inactive or inconclusive. Potency is read from the fitted curve at half-maximal effect.

SMILES	BLM inh	Pol kappa inh	G9a block	Pol eta inh	Pol iota inh	JMJD2A Tudor inh	Pol beta inh	BAZ2B block	APE1 inh
O=C(/C=C/c1ccc(F)cc1)NC(=S)N1CCOCC1	-4%	-2%	·	-22%	51%[activator]	0%	9%	-1%	4%
COc1cc2c(cc1OC)C1Cc3ccc(OC)c(OC)c3C[N+]1([O-])CC2 (configuration not stated)	-1%	0%	-2%[59 µM]	-1%	-6%	-5%	?	-1%	3%
Cc1ccc2c(COC(=O)c3ccccc3OC(F)F)cc(=O)oc2c1	-4%	-4%	0%	-11%	-8%	2%	32%	3%	23%
O=C(O)COc1ccc2c(c1)CCCC2	1%	0%	-44%	3%	?	-17%	64%	-9%	1%
CCOc1ccc(CCNC(=O)c2cnc3sc(N4CCOCC4)nn3c2=O)cc1	3%	-18%	13%[59 µM]	9%	14%	-6%	-11%	-9%	·
COc1cc(CC(NC(C)=O)C(=O)NC2CCN(c3c4c(nc5ncnn35)CCC4)CC2)cc(OC)c1 (configuration not stated)	-2%	·	26%	·	·	·	30%	-14%	6%
CCN1CCN(C(=O)c2ccc(N3CC4CC(C3)c3cccc(=O)n3C4)c([N+](=O)[O-])c2)CC1 (configuration not stated)	-6%	-15%	56µM*	-4%	7%	-18%	4%	-14%	7%
Cc1ccc(NC(=O)N(Cc2ccco2)C(C)c2ccco2)cc1C (configuration not stated)	-7%	-22%	?	-19%	3%	-28%	-8%	?	-5%
CCOC(=O)c1c(C)[nH]c(=S)c(C#N)c1-c1ccc(Cl)cc1	-11%	-27%	-5%[59 µM]	-21%	79µM*	-34%	2%	-11%	3%
COc1cc(/C(C)=N/NC(=O)CSc2nnc(C)s2)ccc1O	-2%	-5%	0%	3%	5%	-9%	1%	0%	0%
O=C(Nc1nnc(-c2ccc(Br)cc2)o1)c1ccco1	·	0%	-23%	-15%	29%	?	·	79µM*	6%
COc1ccc(C(=O)Nc2c(N)nc(SCC(=O)Nc3ccc(C(C)=O)cc3)[nH]c2=O)cc1	-6%	-13%	-15%	-9%	5%	-6%	-26%	-15%	2%
COc1cc2nc(CN(C)Cc3ccc(C(C)(C)C)cc3)[nH]c(=O)c2cc1OC	-3%	4%	0%	-3%	19%	-14%	-26%	-17%	6%
N#Cc1cc([N+](=O)[O-])c(-n2nnc3ccccc32)c([N+](=O)[O-])c1	1%	-15%	?	-7%	0%	-30%	2%	-11%	-1%
O=C(Nc1nc2ccccc2n1CCN1CCCC1)C1CCCCC1	0%	9%	9%[12.7 µM]	-15%	20%	-26%	2%	50µM*	2%
CC(=O)c1ccc(N2C(=O)N(Cc3ccc(F)cc3)c3ccccc3S2(=O)=O)cc1	-6%	-11%[60.1 µM]	8%[59 µM]	-6%	7%	-20%	0%	-3%	·
O=C(N/N=C/c1ccncc1)c1cc([N+](=O)[O-])cc([N+](=O)[O-])c1	5%	-10%	4%[59 µM]	-11%	-1%	-13%	10%	12%	5%
O=C(CNS(=O)(=O)c1ccccc1)Nc1cccc([N+](=O)[O-])c1	-7%	-9%	3%[12.7 µM]	0%	17%	-6%	-24%	-10%	?
CCOC(=O)c1cnn(CCOC(=O)C2CC2)c1NC(=O)C1CC1	0%	-3%	2%[59 µM]	-17%	2%[58.9 µM]	4%	9%	2%	-5%
COc1ccc(Cl)cc1S(=O)(=O)N1CCC(c2ccncc2)CC1	1%	-10%[60.1 µM]	7%[59 µM]	-2%	4%	-4%	-9%	-3%	·

Another view of part of the listing above:
| Molecule | BLM inh | Pol kappa inh | G9a block | Pol eta inh | Pol iota inh | JMJD2A Tudor inh | Pol beta inh | BAZ2B block | APE1 inh |
| --- | --- | --- | --- | --- | --- | --- | --- | --- | --- |
| O=C(Nc1nnc(-c2ccc(Br)cc2)o1)c1ccco1 | · | 0% | -23% | -15% | 29% | ? | · | 79µM* | 6% |
| O=C(CNS(=O)(=O)c1ccccc1)Nc1cccc([N+](=O)[O-])c1 | -7% | -9% | 3%[12.7 µM] | 0% | 17% | -6% | -24% | -10% | ? |
| COc1cc2nc(CN(C)Cc3ccc(C(C)(C)C)cc3)[nH]c(=O)c2cc1OC | -3% | 4% | 0% | -3% | 19% | -14% | -26% | -17% | 6% |
| CCOC(=O)c1c(C)[nH]c(=S)c(C#N)c1-c1ccc(Cl)cc1 | -11% | -27% | -5%[59 µM] | -21% | 79µM* | -34% | 2% | -11% | 3% |
| COc1cc(CC(NC(C)=O)C(=O)NC2CCN(c3c4c(nc5ncnn35)CCC4)CC2)cc(OC)c1 (configuration not stated) | -2% | · | 26% | · | · | · | 30% | -14% | 6% |
| O=C(O)COc1ccc2c(c1)CCCC2 | 1% | 0% | -44% | 3% | ? | -17% | 64% | -9% | 1% |

Remaining list, next part.
SMILES	BLM inh	Pol kappa inh	G9a block	Pol eta inh	Pol iota inh	JMJD2A Tudor inh	Pol beta inh	BAZ2B block	APE1 inh
Cc1cccc(NC(=O)CCc2nnc3ccc(N4CCC(C)CC4)nn23)n1	2%	6%	26%	-6%	24%	-7%	4%	-12%	54%
CCC(O)(C(=O)Nc1ccccc1C(F)(F)F)c1ccccc1OC (configuration not stated)	·	-14%	18%[2.33 µM]	-8%	?	-2%	·	4%	3%
O=C(O)CCNC(=O)c1cncc(Br)c1	-4%	-8%	4%	-4%	59%[activator]	-22%	4%	-36%	-1%
O=C(NC1CCCC1)c1cc(-c2ccccc2)on1	-1%	10%	7%	-14%	39%[activator]	-4%	14%	-3%	2%
COc1ccc(-c2cc(CNS(=O)(=O)c3ccc(NC(C)=O)cc3)on2)cc1	-1%	3%	36%	-10%	38%[activator]	2%	-11%	-24%	25%
CCC1(C)Cc2sc3c(=O)[nH]c(=S)[nH]c3c2CO1 (configuration not stated)	-8%	-6%	3.5µM*	9%	24%	-11%[11.4 µM]	13%	?	21%
Fc1ccc(-c2noc(-c3ccc4c(c3)CCO4)n2)cc1	-2%	-4%	·	-5%	-12%	0%	37%	4%	4%
CS(=O)(=O)N(CC(=O)N1CCN(Cc2ccc3c(c2)OCO3)CC1)c1ccc2c(c1)OCO2	-2%	6%	0%[2.33 µM]	-1%	-9%	-17%	27%	5%	20%
Cc1c(NC(=O)c2ccc(-c3ccc(F)cc3)o2)cccc1-c1nc2ncccc2o1	-5%	6%	-24%[59 µM]	?	13%	-20%	-15%	-32%	·
O=[N+]([O-])c1ccccc1OC/C(=N\O)c1ccccc1	-11%	8%	0%	-17%	?	-20%	0%	-17%	22%
Cc1noc(C)c1NC(=O)Nc1ccc2c(c1)C(=O)N([C@H](C)CO)C[C@H](C)[C@@H](CN(C)C(=O)NC(C)C)O2	·	7%	·	-16%	16%	-13%	·	·	-9%
C=CCSc1nc(N)cc(=O)[nH]1	-1%	-16%	65%[activator][59 µM]	-2%	17%	-1%	2%	31%[activator]	-3%
O=C(Nc1cccc2c1CCCC2)c1cccc(F)c1	2%	-6%	·	-9%	90%[activator]	4%	3%	1%	-11%
C=C1CCC[C@]2(C)C[C@H]3OC(=O)C(CNCC(OC)OC)[C@H]3CC12 (some centres not stated)	-6%	0%	79µM*	-23%	16%	-22%	34%	-16%	33%
O=C(COc1ccc(Cl)cc1)OCC(=O)N1CCCc2ccccc21	-5%	-4%	28%	-18%	1%	26%	-7%	30%	-2%
COc1ccc(/C(N)=N/OC(=O)CSc2ccccc2)cc1	-8%	-19%	170%[activator][59 µM]	7%	6%	170%[activator]	0%	193%[activator]	0%
Cc1ccn2c(Nc3ccccc3)c(-c3c[nH]c4ccccc34)nc2c1	-14%	-5%	8.9µM*	-6%	-5%	22µM*	-19%	10µM*	·
COc1cccc2cc(-c3ccnc(=S)[nH]3)oc12	-2%	·	0%	·	·	·	24%	3%	11%
C=CCOc1ccc(/C=C/C(=O)OCC(=O)NCCCc2ccccc2)cc1	·	7%	-2%	-6%	10%	-20%	·	7%	-4%
C=C(C)COc1ccc2c(C)c(CC(=O)N3C[C@H]4C[C@@H](C3)c3cccc(=O)n3C4)c(=O)oc2c1C	-12%	-10%	·	-14%	?	-28%	-10%	9%[57.1 µM]	10%
Cc1ccc(S(=O)(=O)Nc2ccc(N3CCN(C)CC3)nc2)cc1	1%	4%	?	-9%	30%[activator]	-16%	2%	-11%	1%
N#Cc1cc(Oc2cccnc2)c(Oc2cccnc2)cc1C#N	-7%	-6%	46%[59 µM]	?	-13%	-21%	-3%	-30%	-4%
COc1ccc(-c2cccc(C(=O)Nc3cccc(C(=O)O)c3)c2)cc1	-1%	4%	-6%[59 µM]	?	10%	-10%	30%	-17%	-1%
Cc1ccc(C)c(OCC(=O)N/N=C\c2cccn2C)c1	-7%	-10%	-31%	5%	48%[activator]	-9%	-17%	-33%	0%
Cc1cc(C)n(-c2nc(-c3ccccc3)cs2)n1	-3%	2%	120%[activator]	-18%	?	116%[activator]	-25%	70%[activator]	-2%

Not all compounds are listed; count on the stated rates, not on these rows.
